PTPN22 act = LYP (human) phosphatase activation; 0.11% of 96,000 active; Q9Y2R2; recombinant LYP, DiFMUP fluorescence; 0 = plate median, 100 = signal doubled; activation, % at 2 µM;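 active = activation at 2 µM above a set limit, the mean plus 5 SD, cut at about 37% in these data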
S1P2 blocker = S1P2 (human) receptor antagonism. O95136. cell-based S1P2 antagonist assay, inhibition at 5 uM. inhibition, % at 5 µM. 0.21% of 97,000 active; in the data active = inhibition above about 45%;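 note: CRE beta-lactamase reporter cells expressing human S1P2 stimulated with S1P; 0% = agonist at EC80 alone and 100% = agonist plus reference antagonist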
Target sequence (O95136 whole entry, looked up): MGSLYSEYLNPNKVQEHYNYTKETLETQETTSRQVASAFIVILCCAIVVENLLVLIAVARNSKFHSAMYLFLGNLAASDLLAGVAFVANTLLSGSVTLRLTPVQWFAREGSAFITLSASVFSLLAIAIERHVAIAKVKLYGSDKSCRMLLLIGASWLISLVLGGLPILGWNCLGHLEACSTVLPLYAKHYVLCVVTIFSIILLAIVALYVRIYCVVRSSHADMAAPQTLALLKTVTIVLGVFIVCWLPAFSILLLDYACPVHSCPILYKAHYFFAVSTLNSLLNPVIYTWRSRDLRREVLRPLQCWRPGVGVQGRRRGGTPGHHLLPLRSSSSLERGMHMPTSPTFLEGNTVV
S1P2 ag = activates the human S1P2 receptor; O95136; S1P2-expressing cell line, agonist reporter read-out; activation, % at 4.5 µM; 0.46% of 97,000 active; in the data active = activation above about 16%;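 note: 0% = vehicle low control and 100% = maximal reference agonist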
sEH act = soluble epoxide hydrolase (human) activation; P34913; purified human sEH enzymatic activity, activator screen; activation, % at 2 µM; 0.04% of 91,000 active; in the data active = activation above about 37%; note: values of inactives mirror those of a sister screen read the other way
Target sequence (P34913 whole entry, looked up): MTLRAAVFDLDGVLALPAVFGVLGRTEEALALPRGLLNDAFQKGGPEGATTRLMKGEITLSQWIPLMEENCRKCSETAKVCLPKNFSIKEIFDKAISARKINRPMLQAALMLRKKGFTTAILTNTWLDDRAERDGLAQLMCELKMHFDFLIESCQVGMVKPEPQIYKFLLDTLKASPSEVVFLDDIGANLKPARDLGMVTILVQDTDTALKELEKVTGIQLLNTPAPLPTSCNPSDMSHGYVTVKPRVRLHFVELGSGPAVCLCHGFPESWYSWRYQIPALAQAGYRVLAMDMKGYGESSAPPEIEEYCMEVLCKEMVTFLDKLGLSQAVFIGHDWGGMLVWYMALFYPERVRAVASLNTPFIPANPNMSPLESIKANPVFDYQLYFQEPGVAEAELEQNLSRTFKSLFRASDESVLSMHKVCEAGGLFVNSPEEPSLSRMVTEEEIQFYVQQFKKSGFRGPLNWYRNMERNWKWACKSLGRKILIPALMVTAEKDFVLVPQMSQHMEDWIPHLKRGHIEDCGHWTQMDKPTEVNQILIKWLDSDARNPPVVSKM
PostGolgi ctrl = growth of the yeast control strain, post-Golgi counter-screen | efflux-deficient yeast background strain, growth absorbance A615, 16 h | inhibition, % at 10 µM | 5% of 98,000 active | AID 738; in the data active = inhibition above about 30%
HUVEC inhibit = blocks proliferation of human endothelial cells; HUVEC proliferation, CellTiter-Glo luminescence, 72 h; hits give low values; viability, % at 10 µM (by protocol); 1.1% of 86,000 active; AID 648;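 active = viability at or below 30%; inactive = viability above 30%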;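 note: 100% = median luminescence of DMSO-only cell control wells on each plate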
sEH inh = soluble epoxide hydrolase (human) inhibition. 0.34% of 91,000 active. P34913. recombinant human sEH enzymatic activity assay. inhibition, % at 2 µM. AID 707; in the data active = inhibition above about 80%; note: values of inactives mirror those of a sister screen read the other way; many of its hits are not listed in these tables
Lung fibro prol = blocks proliferation of human lung fibroblasts; viability, % at 10 µM; 1.1% of 85,000 active; LL 47 human lung fibroblast viability, ATP luminescence; hits give low values;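 active = viability at or below 50% in the single dose screen; inactive = viability above 50%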;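 note: compound exposure lasted 72 h before the ATP readout; 100% = median luminescence of untreated cell-only wells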
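Times – overnight cell rest, 72 h compound treatment at 37 °C · Test system – human lung fibroblast line LL 47, low passage · Amount – 1,150 cells in each well · Controls – cell-only wells, no compound · Doses – 0.1% DMSO in all compound wells · Measured by – CellTiter-Glo luminescence · Buffer or medium – IMEM plus 15% FBS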
H69AR growth 86K = growth inhibitors of human H69AR lung tumor cells | 6% of 85,000 active | AID 598 | viability, % at 10 µM | H69AR lung tumor viability, ATP luminescence, 72 h; hits give low values;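 active = viability at or below 40%; inactive = viability above 40%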;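 note: multidrug resistant small cell line overexpressing MRP-1 efflux transporter; 100% = mean luminescence of untreated control wells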
Starred values were filed as active, the others as inactive; · = not tested or not shown. Some of the compounds tested, so the mix of outcomes need not match the whole.

SMILES	PTPN22 act	S1P2 blocker	S1P2 ag	sEH act	PostGolgi ctrl	HUVEC inhibit	sEH inh	Lung fibro prol	H69AR growth 86K
COC(=O)CN(c1ccccc1F)S(=O)(=O)c1ccccc1	·	·	·	·	5.3	109.0	·	108.5	108.0
CCSc1nnc(NC(=O)c2cc(C)nc3ccccc23)s1	-8.0	-7.7	-7.0	-12.7	39.1*	83.3	13.1	85.5	69.0
O=C(CCC1CCCC1)N1CCN(C(=O)c2cccnc2)CC1	2.6	2.4	-1.9	-3.2	-3.6	95.8	6.4	99.6	98.1
O=C1CCC(=O)N1CCCCCc1nc(-c2ccccc2)no1	-6.4	-4.7	0.0	-1.8	14.5	98.9	3.9	106.5	94.3
CCn1c(SCC(=O)N2CCCc3ccccc32)nc2c1c(=O)n(C)c(=O)n2C	2.9	8.7	-1.9	4.1	1.8	87.6	-4.4	92.3	58.7
COc1cccc(OC)c1OCCNC(C)(C)C	3.3	8.4	-1.2	-0.8	4.9	·	1.5	·	·
CC(C)(C)OC(=O)N1CCC[C@H]1c1nnc(SC/C=C/c2ccccc2)o1	2.2	1.1	-0.3	-2.7	4.4	87.8	0.3	83.4	74.9
Cc1ccccc1NS(=O)(=O)c1cc(C(=O)N2CCc3ccccc3C2)ccc1C	3.4	20.6	-4.7	-6.8	14.1	·	9.3	·	·
Cc1cc(C)nc(Nc2ccc(N3CCCC3)cc2)n1	-1.3	1.1	-2.0	2.1	-8.5	98.2	-3.9	97.0	91.5
Clc1ccc(C2=Nn3c(nnc3-c3cccs3)SC2)cc1	0.8	-20.5	-2.0	5.8	·	90.2	-3.1	87.3	69.6
CCCc1cc(=O)[nH]c(-n2[nH]c3c(c2=O)CCCC3)n1	1.4	7.3	-2.9	-0.2	9.3	·	1.3	·	·
CCCC(=O)Nc1sc2c(c1C#N)CC(C)(C)NC2(C)C	14.2	1.5	-4.3	0.5	·	100.5	3.0	114.0	98.7
Cc1nn(C(C)(C)C)c(OC(=O)c2ccc(Br)o2)c1Sc1ccccc1	-2.7	30.8	-4.0	11.2	14.1	86.5	-13.3	94.0	95.1
COc1cccc(C(=O)COc2cccc(NC(=O)c3cccc([N+](=O)[O-])c3)c2)c1	-10.1	6.5	-0.6	-17.9	7.5	·	16.3	·	·
CCOC(=O)c1ccc(NC(=O)CSc2nc3cccnc3n2C)cc1	0.7	-6.0	-1.6	16.1	·	93.3	-17.0	89.2	95.0
N#C/C(=C\c1ccc(Cl)cc1)c1n[nH]c(Cn2cncn2)n1	-11.0	12.3	-4.1	-15.5	0.9	101.9	18.1	99.9	93.7
CCOC(=O)N1CCc2c(sc3c2C(=O)NC(c2ccccc2)N3)C1 (configuration not stated)	-9.2	9.3	-5.4	·	12.3	55.7	·	60.5	31.6*
CCCCCOC(=O)C1[C@H]2C(=O)N(CCCOC)C[C@]23C=C[C@H]1O3 (some centres not stated)	1.7	5.3	-1.1	0.6	1.2	90.2	-1.0	106.8	96.7
CCC1(C)Cc2c(sc(NC(=O)CCC(=O)O)c2C#N)CO1 (configuration not stated)	9.5	2.7	-6.4	-1.0	-3.5	88.2	4.2	97.9	97.5
CCOc1ccc(C(C)=O)cc1CSc1nnc(-c2ccoc2C)n1N	7.3	-1.8	-11.8	16.3	-9.6	90.7	-15.6	95.8	105.9
CCSc1nnc2n(-c3ccc(OC)cc3)c(=O)c3c4c(sc3n12)CCCC4	-7.6	-4.2	-3.8	9.0	9.4	89.7	-6.4	85.2	70.2
O=C1/C(=C\Nc2ccc(OC(F)(F)F)cc2)CCN1c1ncccn1	5.2	-9.3	-3.9	-15.1	5.8	100.8	15.4	107.6	109.3
CC(C)CN(C(=O)c1ccc(=O)n(C)n1)c1nc2ccccc2s1	8.5	10.7	-3.2	1.1	11.3	102.2	-1.9	95.4	74.2
COc1ccc(-c2cn(-c3ccc(C)cc3)c(=O)n2CC(=O)Nc2ccc(OC)c(OC)c2)cc1	-3.5	2.0	-4.5	-11.1	17.3	92.4	9.1	113.4	76.5
O=C(O)c1cccc(CN2C(=O)CSC2=O)c1	10.5	12.7	-2.9	1.0	35.7*	105.6	-1.3	105.5	108.0
CCOC(=O)C1=NN(C(=O)Nc2cccc(C(F)(F)F)c2)C2C(=O)N(c3cccc(C(F)(F)F)c3)C(=O)C12 (configuration not stated)	27.2	-5.9	-7.4	12.7	2.1	·	-10.7	·	·
CCOC(=O)C1CCCN(S(=O)(=O)c2cc(Br)cc3c2N(C(=O)C2CC2)CC3)C1 (configuration not stated)	·	·	·	·	29.7	93.4	·	101.1	91.8
COc1ccc(N2CCN(C(=O)CCN3C(=O)c4ccccc4S3(=O)=O)CC2)cc1	-9.1	1.3	-1.2	·	5.3	93.3	·	96.5	114.9
Cc1c(C(=O)NCC2CCCO2)sc2nc(-c3ccccc3)cn12 (configuration not stated)	1.4	-16.9	-2.6	-4.5	10.1	·	3.6	·	·
COc1cc2c(c(O)c1OC)C(=O)C(OC)CCC2 (configuration not stated)	1.1	-2.2	0.1	3.2	-3.9	95.5	-3.9	106.5	101.6
Cc1cccc2cc(CN(CC3CCCO3)C(=O)c3ccncc3)c(=O)[nH]c12 (configuration not stated)	·	·	·	·	8.9	82.0	·	94.1	88.6
CCOC(=O)C1CCCN(c2c(NCCN(C)Cc3ccccc3)c(=O)c2=O)C1 (configuration not stated)	3.7	9.2	-7.9	3.1	5.2	110.0	-4.0	103.5	89.8
COCCCNC(=O)c1cc2c(=O)n3cccc(C)c3nc2n(C(C)C)c1=N	-5.7	-2.9	4.7	·	6.7	100.0	·	97.9	82.7
CCCCc1c(O)nc2n(c1=O)CCS2	4.2	-13.8	0.4	3.9	7.9	·	-5.5	·	·
O=C(OC1CCOC1=O)c1ccc(-c2nc3ccccc3s2)s1 (configuration not stated)	-4.8	24.9	-8.7	·	3.5	79.0	·	97.4	92.7
COC(=O)c1ccc(Sc2nnnn2-c2ccccc2)c([N+](=O)[O-])c1	8.1	25.5	-3.7	16.4	23.9	·	-13.8	·	·
CCC(C)NC(=O)C1c2ccccc2C(=O)N1Cc1ccc(OC)cc1OC (configuration not stated)	-1.0	2.3	-3.4	-5.4	2.2	101.5	2.7	93.7	89.2
Brc1ccc(-c2cnc3n2CCCC3)cc1	-10.4	-2.9	-5.3	4.9	7.0	103.4	-5.4	93.5	106.2
CCc1cccc(CC)c1NC(=O)CN1CC(C)SC1=NC1CCCCC1 (configuration not stated)	-4.0	-0.5	-0.1	7.3	26.7	98.9	-3.5	87.7	92.5
COCCCNC(=O)Cn1cc2c(n1)CCCCC2	·	·	·	·	-1.9	106.0	·	91.4	92.1

Five entries picked at random from the list so far:
SMILES	PTPN22 act	S1P2 blocker	S1P2 ag	sEH act	PostGolgi ctrl	HUVEC inhibit	sEH inh	Lung fibro prol	H69AR growth 86K
COCCCNC(=O)Cn1cc2c(n1)CCCCC2	·	·	·	·	-1.9	106.0	·	91.4	92.1
COC(=O)c1ccc(Sc2nnnn2-c2ccccc2)c([N+](=O)[O-])c1	8.1	25.5	-3.7	16.4	23.9	·	-13.8	·	·
CCCCc1c(O)nc2n(c1=O)CCS2	4.2	-13.8	0.4	3.9	7.9	·	-5.5	·	·
COCCCNC(=O)c1cc2c(=O)n3cccc(C)c3nc2n(C(C)C)c1=N	-5.7	-2.9	4.7	·	6.7	100.0	·	97.9	82.7
CCC(C)NC(=O)C1c2ccccc2C(=O)N1Cc1ccc(OC)cc1OC (configuration not stated)	-1.0	2.3	-3.4	-5.4	2.2	101.5	2.7	93.7	89.2

(next part)
SMILES	PTPN22 act	S1P2 blocker	S1P2 ag	sEH act	PostGolgi ctrl	HUVEC inhibit	sEH inh	Lung fibro prol	H69AR growth 86K
COc1cc(CNCCN2CCOCC2)ccc1OCc1cccc(Cl)c1	0.5	23.8	0.3	8.7	1.2	·	-7.8	·	·
CCC(=O)N1CCc2cc(S(=O)(=O)N3CCN(c4ccccn4)CC3)ccc21	6.4	2.0	-3.5	-7.6	7.0	118.1	9.4	94.5	88.5
CCCCN1CCCCC1C(=O)Nc1c(C)cc(C)cc1C (configuration not stated)	5.4	-21.4	-3.6	6.2	4.2	81.0	-5.4	98.4	89.3
Cc1oc(-c2ccc(Cl)cc2)nc1CN1CCCC(C(=O)NCc2ccco2)C1 (configuration not stated)	-7.5	23.4	-12.6	-3.7	3.7	78.7	4.2	85.6	62.7
COC(=O)Cc1ccc2c3ccccc3n(C)c2c1	-3.3	-4.4	0.5	4.4	6.4	92.5	-1.6	94.3	94.4
COc1cc(NC(=O)Cc2nn(C)c(=O)c3ccccc23)cc(OC)c1OC	1.4	-4.9	-5.0	-7.9	·	101.0	9.0	101.8	81.6
Cc1ccc(-c2nnc(SCC(=O)Nc3ccc(N4CCOCC4)cc3)o2)cc1	3.5	12.1	-1.0	-8.8	3.8	·	11.4	·	·
O=C(NCCc1ccccc1)c1c(O)c2cccc3c2n(c1=O)CC3	-10.2	20.6	-5.6	-9.0	-5.7	103.5	9.9	99.3	66.8
CCOC(=O)c1ccc(N2Cc3ccccc3C2=N)cc1	10.9	-26.8	-2.5	18.1	11.7	·	-20.1	·	·
S=c1[nH]nc(COc2ccccc2)n1C1CCCCC1	-4.9	13.9	2.9	22.8	5.2	86.5	-24.3	79.9	45.3
O=C(CSc1ccc(Cl)cc1)Nc1ccc(N2CCN(C(=O)c3ccc(Cl)cc3)CC2)cc1	-7.6	32.3	-6.4	-72.8	0.8	·	73.3	·	·
COc1ccc(CCNC(=O)Cn2c(=O)n(Cc3ccco3)c(=O)c3ccc(Cl)cc32)cc1OC	·	·	·	·	7.0	98.2	·	108.0	62.8
O=C(NCCc1ccccc1)C1CCN(S(=O)(=O)c2cccs2)CC1	0.8	11.0	-3.4	-16.5	-2.0	94.9	16.9	103.2	87.3
O=S(=O)(NC1CCCCCC1)c1ccc(Br)s1	-5.1	-1.8	-9.2	0.4	·	88.1	4.7	86.5	85.3
CC(=C1C(=O)c2ccccc2C1=O)N1CCN(C/C=C/c2ccccc2)CC1	-4.5	3.6	0.3	3.5	11.9	96.1	-6.6	101.8	79.9
COc1ccc(N(C(C)=O)S(=O)(=O)c2cccs2)cc1	-1.3	10.8	-6.7	18.4	·	92.7	-17.8	104.9	87.2
COc1cc(SC#N)ccc1N=Cc1c(C)[nH]n(-c2cccc3ccccc23)c1=O	4.3	-11.7	-2.3	-0.2	24.2	·	4.2	·	·
CCC(=O)N(Cc1ccc(C)cc1)Cc1cc2cc3c(cc2[nH]c1=O)OCO3	3.1	-0.3	-0.2	-5.1	-1.6	78.2	3.4	98.2	96.0
CCOc1ccc(NC(=O)CCN2CCN(S(=O)(=O)c3ccc(OC)cc3)CC2)cc1	-2.0	4.2	-3.2	-0.9	2.9	98.9	-1.4	103.9	83.9
O=C1CN=C(Nc2ccccc2Cl)N1c1ccccc1	-3.1	17.2	-5.9	-1.4	1.2	102.1	3.0	104.8	90.3
Fc1ccc(N2N=C(c3cccs3)CC2c2ccco2)c(F)c1 (configuration not stated)	-5.4	0.0	0.0	16.5	4.6	·	-19.7	·	·
CCC1S/C(=C(\C#N)C(N)=O)N(c2ccc(F)cc2)C1=O (configuration not stated)	8.8	8.4	-4.8	-10.6	9.0	97.3	8.2	102.1	97.1
CCOC(=O)N1CCN(C(=O)CN(C2CCCCC2)S(=O)(=O)c2ccc(Cl)cc2)CC1	-12.9	-1.9	-4.7	19.5	8.4	92.0	-23.8	100.5	76.0
CCOC(=O)CSc1ncnc2c1cnn2-c1ccccc1	-4.4	14.5	-1.9	-0.9	1.2	82.4	0.6	99.6	92.9
CC1CCCC(C)N1C(=O)Cn1c(SCC(=O)Nc2ccc3c(c2)OCO3)nc2ccccc21 (configuration not stated)	4.9	1.9	-9.6	-2.2	-1.6	84.8	2.9	94.0	65.8
O=C(CN1CCOCC1)NCCNC(=O)CN1CCOCC1	-12.0	-2.8	-3.7	10.3	-5.1	100.4	-12.3	104.6	91.9
CCOc1ccc(C(=O)Nc2cccc(-c3cc4ccccc4oc3=O)c2)cc1[N+](=O)[O-]	12.2	5.6	-1.1	-8.1	4.1	·	10.7	·	·
